PHOSPHO1 block: PHOSPHO1 (human) inhibition | Q8TCT1 | recombinant PHOSPHO1, absorbance phosphatase assay | inhibition, % at 13.3 µM | hit rate 1.1% among 290,000 | AID 1565; in the data active means inhibition above about 60%
Target sequence (Q8TCT1 whole entry, looked up): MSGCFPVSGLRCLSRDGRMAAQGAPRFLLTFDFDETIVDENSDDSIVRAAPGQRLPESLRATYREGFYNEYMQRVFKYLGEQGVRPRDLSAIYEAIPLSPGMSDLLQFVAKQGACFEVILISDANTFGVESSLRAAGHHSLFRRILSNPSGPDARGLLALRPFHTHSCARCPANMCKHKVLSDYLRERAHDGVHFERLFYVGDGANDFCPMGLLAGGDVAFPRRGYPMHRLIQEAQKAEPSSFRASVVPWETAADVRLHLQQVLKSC
MEKK2 WT-MEK5: raises or lowers MEK5 binding to wildtype human MEKK2 PB1 domain. bead flow cytometry, Alexa488-MEK5 binding to MEKK2 WT; actives lie on both sides. hit rate 1.1% among 290,000. binding response (% of control), % at 10 µM. Q9Y2U5; in the data active means binding response below about 67% or above about 130%
NALP1 yeast inh: NALP1 inhibition. S. cerevisiae NALP1/ASC/caspase-1 growth, X-gal OD620, 72 h. inhibition, % at 10 µM. hit rate 0.61% among 280,000. AID 2071; in the data active means inhibition mostly above about 24%, no sharp cut-off; inactive means mostly below about 32%; further: some compounds called inactive have numbers as strong as hits
DNA FID counter: displaces DNA intercalator in HCV helicase counter-screen; DNA fluorescent intercalator displacement, fluorescence; inhibition, % at 7.9 µM; hit rate 0.17% among 290,000; AID 1845; in the data active means inhibition above about 37%;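 further: 0% = vehicle and 100% = reference compound; higher means more ethidium bromide displaced from hairpin DNA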
GPR7 antag: antagonists of human GPR7 (neuropeptides B/W receptor 1). GPR7-expressing cells, fluorescence antagonist assay. inhibition, % at 4.4 µM. hit rate 1.1% among 290,000. P48145; in the data active means inhibition above about 16%, passing the limit was not always enough;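 further: cells stimulated with the agonist NPW; 0% = agonist with vehicle and 100% = vehicle without agonist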
Target sequence (P48145 whole entry, looked up): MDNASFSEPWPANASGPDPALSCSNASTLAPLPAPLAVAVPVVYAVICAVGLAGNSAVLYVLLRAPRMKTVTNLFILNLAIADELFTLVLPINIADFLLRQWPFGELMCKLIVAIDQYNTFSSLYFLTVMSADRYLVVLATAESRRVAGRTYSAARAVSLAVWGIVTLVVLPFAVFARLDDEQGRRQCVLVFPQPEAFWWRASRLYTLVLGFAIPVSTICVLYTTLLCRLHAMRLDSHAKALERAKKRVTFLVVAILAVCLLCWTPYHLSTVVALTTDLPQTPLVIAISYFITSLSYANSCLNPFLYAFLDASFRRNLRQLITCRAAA
OXTR agonist: human OXTR agonism; activation, % at 3 µM; hit rate 0.32% among 320,000; CHO-OTR cells, Fluo-8 calcium fluorescence; normalized: DMSO 0%, oxytocin 100%;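 active means activation above the mean of all tested compounds plus 3 SD, cutoff set per screening run, cut at about 20% in these data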;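 further: peak over basal fluorescence ratio from a 100 s FLIPR kinetic read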
Target sequence (P30559 whole entry, looked up): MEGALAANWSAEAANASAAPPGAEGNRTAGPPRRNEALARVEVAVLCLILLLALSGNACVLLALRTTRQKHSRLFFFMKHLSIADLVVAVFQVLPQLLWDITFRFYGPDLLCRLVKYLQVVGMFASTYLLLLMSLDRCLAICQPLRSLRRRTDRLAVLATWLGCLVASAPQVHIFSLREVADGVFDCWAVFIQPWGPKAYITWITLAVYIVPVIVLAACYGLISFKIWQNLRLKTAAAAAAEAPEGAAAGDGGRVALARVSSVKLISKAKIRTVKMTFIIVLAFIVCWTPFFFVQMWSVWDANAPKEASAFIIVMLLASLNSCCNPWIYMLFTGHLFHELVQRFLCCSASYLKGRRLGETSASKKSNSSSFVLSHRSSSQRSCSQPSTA
MEKK3 PB1 HTS: MEKK3-MEK5 PB1 interaction, increase or decrease. Q99759. bead-based flow cytometry, Alexa488-MEK5 binding to MEKK3; actives lie on both sides; 0 = blocked by unlabeled MEK5, 100 = vehicle. binding response (% of control), % at 10 µM. hit rate 1.4% among 290,000. AID 1529;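 active means binding response more than 3 SD above or below the average of its plate-row segment, actives on both sides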;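 further: Alexa488 bead fluorescence after subtracting the streptavidin-only scavenger bead signal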
MEKK2 mut-MEK5: signal of MEK5 binding to mutant human MEKK2 PB1 domain | bead flow cytometry, Alexa488-MEK5 binding to MEKK2 mutant | percent response, % at 10 µM | hit rate 0.35% among 290,000; in the data active means percent response above about 24%, passing the limit was not always enough; further: inactives centre near 1; some results filed as inactive read as strong as hits; reference of the scale not given here
M18AAP inhibitor: PfM18AAP enzyme inhibition | AID 1822 | recombinant PfM18AAP, H-Glu-NHMec fluorogenic cleavage | hit rate 1.2% among 290,000 | inhibition, % at 7.35 µM;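 active means inhibition above the campaign mean inhibition over all tested compounds plus 3 SD, cut at about 28% in these data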;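 further: 0% = plate median of test compound wells and 100% = 2 mM ZnCl2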
* = called active by the depositor; nt = no result given. Rows were taken by chance; 6.2% or so of the library scored in one or more.

Values run as follows: PHOSPHO1 block	MEKK2 WT-MEK5	NALP1 yeast inh	DNA FID counter	GPR7 antag	OXTR agonist	MEKK3 PB1 HTS	MEKK2 mut-MEK5	M18AAP inhibitor
(1) CN(C)c1ccc(NC(=O)Cn2ncn3c(cc4ccccc43)c2=O)cc1
    6	105	3	-7	8	-0.5	107	6	0
(2) Cc1ccc(-c2nnc(CSc3nc4cc5c(cc4cc3C)OCO5)o2)cc1
    -5	102	-10	-1	-4	0.1	107	2	0
(3) O=C(c1ccoc1)N1CCCC(N2CCN(c3cccc(C(F)(F)F)c3)CC2)C1 (configuration not stated)
    23	105	12	-25	-9	-0.4	100	5	-7
(4) CN(C(=O)COC(=O)c1ccccc1SCC(=O)N1CCCC1)c1ccccc1
    38	105	4	-42	-2	2.7	102	7	-9
(5) CC(=O)Nc1ccc(S(=O)(=O)N(C#N)c2nc(C)cc(C)n2)cc1
    40	102	6	7	27	-0.2	108	3	-4
(6) CN(C)c1ccc(NC(=O)Nc2csc3ccccc23)cc1
    -61	103	7	6	0	-0.1	103	-1	1
(7) NC(=O)C1CCN(S(=O)(=O)c2cccc(C(=O)O)c2)CC1
    -15	110	-4	5	-8	0.4	108	3	-11
(8) Cc1nn2c(N3CCN(C(=O)c4ccco4)CC3)cc(C(C)(C)C)nc2c1-c1ccc(Cl)cc1
    -14	109	-12	-3	-13	nt	105	5	-11
(9) Cc1cc(C(=O)CSc2nc(N)cc(N)n2)c(C)n1-c1cccc(C(F)(F)F)c1
    12	95	31	-12	-3	-1.4	97	-4	23
(10) CC(C)(C)c1nnc(N/N=C/c2ccccc2)n(N)c1=O
    3	97	32	-4	-1	1.7	99	-2	47*

Exported field by field: three of the compounds above
#5 CC(=O)Nc1ccc(S(=O)(=O)N(C#N)c2nc(C)cc(C)n2)cc1
  PHOSPHO1 block = 40
  MEKK2 WT-MEK5 = 102
  NALP1 yeast inh = 6
  DNA FID counter = 7
  GPR7 antag = 27
  OXTR agonist = -0.2
  MEKK3 PB1 HTS = 108
  MEKK2 mut-MEK5 = 3
  M18AAP inhibitor = -4
#6 CN(C)c1ccc(NC(=O)Nc2csc3ccccc23)cc1
  PHOSPHO1 block = -61
  MEKK2 WT-MEK5 = 103
  NALP1 yeast inh = 7
  DNA FID counter = 6
  GPR7 antag = 0
  OXTR agonist = -0.1
  MEKK3 PB1 HTS = 103
  MEKK2 mut-MEK5 = -1
  M18AAP inhibitor = 1
#7 NC(=O)C1CCN(S(=O)(=O)c2cccc(C(=O)O)c2)CC1
  PHOSPHO1 block = -15
  MEKK2 WT-MEK5 = 110
  NALP1 yeast inh = -4
  DNA FID counter = 5
  GPR7 antag = -8
  OXTR agonist = 0.4
  MEKK3 PB1 HTS = 108
  MEKK2 mut-MEK5 = 3
  M18AAP inhibitor = -11

(more compounds)
Values run as follows: PHOSPHO1 block	MEKK2 WT-MEK5	NALP1 yeast inh	DNA FID counter	GPR7 antag	OXTR agonist	MEKK3 PB1 HTS	MEKK2 mut-MEK5	M18AAP inhibitor
(11) O=C1C2C3C=CC(C4CC34)C2C(=O)N1/N=C/c1ccc(-c2ccc(Cl)cc2[N+](=O)[O-])o1 (configuration not stated)
    -14	97	13	2	-9	0.2	102	-3	-3
(12) O=C(NCCc1c[nH]c2ccccc12)C(=O)NCC(c1ccco1)N1CCN(c2ccccc2)CC1 (configuration not stated)
    -18	104	8	-2	-8	8.9	100	-1	-7
(13) COCCCNC(=S)Nc1c(C)cc(C)cc1C
    51	98	nt	-4	-8	-1.3	103	6	3
(14) Cc1ccc(C)n1-c1ccc(C(=O)NN=C2CCCC2)cc1
    -56	98	-12	-10	0	-0.3	85	-28	2
(15) Cc1nc2ccccn2c1C(=O)Nc1ccc(Cl)cc1
    8	98	2	-2	-3	1.3	105	-1	2
(16) CCN(Cc1cc2ccc(C)cc2[nH]c1=O)C(=O)c1cccnc1
    -6	109	6	-11	-12	nt	102	6	5
(17) CCCn1nnnc1NCc1ccccc1OCc1ccc(F)cc1
    0	104	13	-19	5	1.0	109	11	-9
(18) COc1ccc(C(=O)OCn2nnc3ccccc3c2=O)cc1[N+](=O)[O-]
    12	106	6	-1	-11	1.5	104	-2	-2
(19) COc1ccc(-c2nn(-c3ccccc3)cc2C(=O)O)cc1
    17	113	10	-10	8	1.0	109	17	2
(20) COc1ccc(C(=O)Nc2ccc(-n3nncc3C(C)(C)C)cc2)cc1
    6	79	5	-18	1	0.4	78	-11	-11

Full records as entered above.
Profile of `O=C1C2C3C=CC(C4CC34)C2C(=O)N1/N=C/c1ccc(-c2ccc(Cl)cc2[N+](=O)[O-])o1` (configuration not stated) = PHOSPHO1 block: -14; MEKK2 WT-MEK5: 97; NALP1 yeast inh: 13; DNA FID counter: 2; GPR7 antag: -9; OXTR agonist: 0.2; MEKK3 PB1 HTS: 102; MEKK2 mut-MEK5: -3; M18AAP inhibitor: -3
Profile of `O=C(NCCc1c[nH]c2ccccc12)C(=O)NCC(c1ccco1)N1CCN(c2ccccc2)CC1` (configuration not stated) = PHOSPHO1 block: -18; MEKK2 WT-MEK5: 104; NALP1 yeast inh: 8; DNA FID counter: -2; GPR7 antag: -8; OXTR agonist: 8.9; MEKK3 PB1 HTS: 100; MEKK2 mut-MEK5: -1; M18AAP inhibitor: -7

More records.
Values run as follows: PHOSPHO1 block	MEKK2 WT-MEK5	NALP1 yeast inh	DNA FID counter	GPR7 antag	OXTR agonist	MEKK3 PB1 HTS	MEKK2 mut-MEK5	M18AAP inhibitor
(21) O=C(COC(=O)CCCN=C1NS(=O)(=O)c2ccccc21)NC(=O)NC1CCCC1
    14	103	21	-10	-18	1.9	103	4	-1
(22) Cc1ccc(NC(=O)c2oc3ccccc3c2C)nc1
    9	102	18	-17	-9	-1.6	101	2	13
(23) CC(C)(C)NC(=S)NC1CC1
    -15	101	-3	4	-18	-0.9	99	-1	1
(24) O=C(NC1(c2ccccc2)CC1)C1CCC(=O)N(Cc2ccc(Cl)cc2)C1 (configuration not stated)
    44	103	2	-30	-3	-1.3	100	8	0
(25) COc1cccc(CN(C)CC(=O)Nc2cccc3ccccc23)c1
    12	102	8	-2	-12	-2.9	100	-1	-3
(26) CCSc1nsc(NC(=O)Nc2cccc(OC)c2)n1
    51	104	-1	-1	28*	22*	104	3	1
(27) COn1c(=O)c(-c2ccc(C)cc2)[n+]([O-])c2ccccc21
    22	101	14	-2	5	-1.2	99	-3	1
(28) CCOC(=O)c1ccc2c(c1)nc(SCC(=O)N1CCCCC1)n2CC
    49	101	-3	-25	1	-1.9	103	4	-5
(29) Cc1cc(C(F)F)n2ncc(C(=O)NCCc3ccc(Cl)cc3)c2n1
    0	106	-18	-16	-11	-0.8	101	0	-4
(30) C=CC(C)n1c(Br)nc2c1c(=O)[nH]c(=O)n2C (configuration not stated)
    4	102	0	-5	-9	0.2	101	8	2

(cont.)
Key to letters: A = PHOSPHO1 block; B = MEKK2 WT-MEK5; C = NALP1 yeast inh; D = DNA FID counter; E = GPR7 antag; F = OXTR agonist; G = MEKK3 PB1 HTS; H = MEKK2 mut-MEK5; I = M18AAP inhibitor
31. Cc1ccc(C)c(CS(=O)(=O)c2cn(CC(=O)N3CCCCC3)c3ccccc23)c1
  A = -1	B = 84	C = 12	D = -9	E = -12	F = 1.4	G = 95	H = 8	I = -2

32. COc1c(NC(C)=O)c2ccccc2c2ccccc12
  A = 33	B = 92	C = -6	D = -4	E = -13	F = -0.2	G = 96	H = -7	I = 7

33. COc1ccc(NC(=O)c2ccccc2Oc2ccccc2)cc1
  A = 29	B = 101	C = 19	D = -21	E = -22	F = -2.2	G = 104	H = 4	I = -11

34. COCCCNC(=O)Cn1c(=O)n(CCCCCC(=O)Nc2ccccc2)c(=O)c2sccc21
  A = -4	B = 94	C = 5	D = -5	E = 1	F = -0.9	G = 100	H = -3	I = 2

35. COc1ccc(-c2cc(C(=O)NCCN3CCOCC3)c3ccccc3n2)cc1OC
  A = 23	B = 111	C = 10	D = -5	E = -14	F = 0.4	G = 105	H = 8	I = 2

36. CS(=O)(=O)N1CCN(Cc2ccccc2C(F)(F)F)CC1
  A = -36	B = 101	C = -3	D = -9	E = -14	F = 0.4	G = 97	H = 5	I = -14

37. CCCN1CCN(CC(=O)Nc2nncs2)CC1
  A = nt	B = 105	C = nt	D = -6	E = -14	F = 1.4	G = 104	H = 2	I = 3

38. C[C@@H](C(=O)Nc1ccc2ccccc2c1)[C@@H]1C[C@@]1(C)[C@@H](NC(=O)c1cccnc1)c1ccccc1
  A = -6	B = 104	C = 12	D = -27	E = 4	F = 1.6	G = 102	H = -3	I = 0

39. CN1CCN(/N=C/c2nc(-c3ccc(Cl)cc3)n3ccccc23)CC1
  A = -16	B = 101	C = 10	D = 3	E = 1	F = -0.2	G = 108	H = 0	I = -1

40. O=C(/C=C/c1ccc(Cl)cc1Cl)N1CCN(c2ccc([N+](=O)[O-])c(N3CCOCC3)c2)CC1
  A = -2	B = 96	C = 26	D = 2	E = -7	F = -0.7	G = 98	H = -1	I = 0

41. CCCCOC(=O)Nc1ccc(N(C)C)cc1
  A = 3	B = 96	C = 32	D = 4	E = -7	F = -2.2	G = 96	H = -1	I = -20

42. O=C1c2oc3ccccc3c(=O)c2C(c2ccccn2)N1Cc1ccccc1 (configuration not stated)
  A = 24	B = 99	C = 11	D = -3	E = 0	F = -0.3	G = 101	H = 3	I = 8

43. O=C(O)CSc1cc(NS(=O)(=O)c2cccc([N+](=O)[O-])c2)c2ccccc2c1O
  A = 37	B = 103	C = 17	D = 9	E = 0	F = nt	G = 98	H = -2	I = -31

44. O=C(CCCSc1nc2ccccc2c(=O)[nH]1)c1ccccc1
  A = 13	B = nt	C = -7	D = -17	E = -2	F = -2.2	G = nt	H = nt	I = -1

45. Cc1nc(SCc2ccc(F)cc2)n[nH]1
  A = 20	B = 108	C = 1	D = 0	E = -7	F = -0.9	G = 105	H = 5	I = -3

46. Cc1ccc(OCC(=O)NNC(=O)C2CCCO2)c(C)c1 (configuration not stated)
  A = -32	B = 96	C = 0	D = -1	E = -7	F = -0.2	G = 99	H = -2	I = 4

47. CC(C)(C)C(=O)C[n+]1ccccc1
  A = 29	B = 101	C = 1	D = 1	E = -9	F = 1.0	G = 99	H = 0	I = -7

48. O=C(Nc1ccc(F)cc1)c1cccnc1N1CCOCC1
  A = -20	B = 103	C = 2	D = -6	E = 21	F = 1.0	G = 104	H = 6	I = 12

49. NC(N)=NC(N)=Nc1cccc2ccccc12
  A = 32	B = 100	C = nt	D = -1	E = -2	F = -0.3	G = 94	H = -9	I = -17

50. COc1ccc(S(N)(=O)=O)cc1C(=O)NCCCN1CCN(c2ccccc2OC)CC1
  A = -7	B = 97	C = 25	D = 3	E = 4	F = -1.7	G = 97	H = -1	I = 0

51. O=C(Nc1ccccc1F)N1CCC(NC(=O)C23CC4CC(CC(C4)C2)C3)CC1
  A = 27	B = 98	C = 7	D = -36	E = -9	F = 0.7	G = 99	H = 0	I = -7

52. Cc1cccc(N(C(=O)CCC(=O)Nc2cc(C)on2)C(C(=O)NC2CCCC2)c2ccc(C)o2)c1 (configuration not stated)
  A = 33	B = 97	C = -1	D = -12	E = -5	F = -1.8	G = 106	H = -4	I = 8

Assay outcomes (PubChem)
